Bioassay records (PubChem BioAssay)
NSD2 inh: inhibitors of human histone methyltransferase NSD2; O96028; NSD2 peptide methylation, AlphaScreen, 120 min; inhibition, % at 12.5 µM; 310,000 tested, 0.54% active; in the data active = inhibition above about 50%
V-ATPase pHluor: yeast V-ATPase proton transport regulation by pHLuorin. response, % at 10 µM. S. cerevisiae, pHLuorin cytosolic pH fluorescence. AID 504577. 350,000 tested, 0.37% active; in the data active = response mostly above about 7.3%, no sharp cut-off; inactive = mostly below about 5.4%; note: actives read high; inactives centre near 0; some compounds called inactive have numbers as strong as hits; reference of the scale not given here
CAL PDZ FP-1: blocks peptide binding to human CAL PDZ domain; purified CAL PDZ, TMR-peptide fluorescence polarization, 1 h; AID 504414; 330,000 tested, 0.02% active; Q9HD26; inhibition, % at 20 µM;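 active = highest replicate inhibition of at least 40%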;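 note: plate controls were DMSO neutral control wells for no effect and unlabeled competitor peptide control wells for full effect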
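Material: tagged CAL PDZ domain; buffer or medium: 25 mM sodium phosphate pH 7.4, 150 mM NaCl, TCEP, IgG, Thesit; compound dosing: single point, 20 µM; schedule: 1 h incubation at room temperature before polarization reading; measured by: FP readout, S and P plane fluorescence; read-out basis: percent inhibition from loss of millipolarization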
Arr AP2 block: blocks beta-arrestin peptide binding to AP2 adaptin; inhibition, % at 10 µM; FITC-arrestin peptide / GST-AP2 beads, flow cytometry; AP2 beta2 appendage carries R879A mutation; AID 504490; 340,000 tested, 0.31% active;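 active = inhibition above a set limit, near 3 SD of compounds lacking own fluorescence, cut at about 54% in these data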;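 note: plate controls were DMSO wells for no effect and 5 µM unlabelled arrestin peptide for full effect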
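Assay system: GST-AP2 R879A bound to glutathione beads, E. coli-expressed; Medium: PBS with 0.05% Tween 20 and 0.1% BSA; Also added: fluorescein-tagged arrestin peptide at 50 nM final; Timing: 12 min plus 1 h, RT; Measured by: flow cytometry, FL1 (488/535 nm); Evaluation: percent drop in bead-associated FITC signal.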
DAGLB inh: blocks human DAGLB lipase activity. inhibition, % at 5.17 µM. Q8NCG7. 340,000 tested, 0.059% active. HEK293T DAGLB membrane lysate, EnzChek fluorogenic substrate; in the data active = inhibition above about 34%;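 note: 0% = enzyme with vehicle and 100% = wells lacking enzyme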
CAL PDZ FP-2: blocks peptide binding to the human CAL PDZ domain. purified CAL PDZ, TMR-peptide fluorescence polarization, 1 h. inhibition, % at 24.9 µM. 300,000 tested, 0.92% active. AID 602252;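 active = mean inhibition of at least 30% with at least half of replicates also reaching 30%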;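 note: 0% = DMSO neutral control and 100% = excess unlabeled competitor peptide PRC23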
LANA DNA inh: inhibitors of KSHV LANA C-terminal domain DNA binding; MBP-C-LANA/FAM-LBS DNA binding, fluorescence polarization; 340,000 tested, 0.078% active; inhibition, % at 9 µM;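 active = highest replicate inhibition at or above 60% at 9 µM, even if other replicates fall short; inactive = all replicates below 60% inhibition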;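 note: 0% = neutral control wells and 100% = 4 µM acridine orange control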
Pemphigus Ab inh: inhibitors of pemphigus antibody binding to human desmoglein-3; P32926; DSG3-coupled beads, scFv-anti-DSG3-GFP binding, flow cytometry; stronger effect = lower value; binding (percent of control), % at 10 µM; 310,000 tested, 0.48% active; AID 588358;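 active = binding more than 3 SD below its plate's average and above zero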;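 note: hits lower antibody fragment binding to DSG3; some compounds called inactive have numbers as strong as hits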
Target sequence (P32926 whole entry, looked up, the tested form may be a part): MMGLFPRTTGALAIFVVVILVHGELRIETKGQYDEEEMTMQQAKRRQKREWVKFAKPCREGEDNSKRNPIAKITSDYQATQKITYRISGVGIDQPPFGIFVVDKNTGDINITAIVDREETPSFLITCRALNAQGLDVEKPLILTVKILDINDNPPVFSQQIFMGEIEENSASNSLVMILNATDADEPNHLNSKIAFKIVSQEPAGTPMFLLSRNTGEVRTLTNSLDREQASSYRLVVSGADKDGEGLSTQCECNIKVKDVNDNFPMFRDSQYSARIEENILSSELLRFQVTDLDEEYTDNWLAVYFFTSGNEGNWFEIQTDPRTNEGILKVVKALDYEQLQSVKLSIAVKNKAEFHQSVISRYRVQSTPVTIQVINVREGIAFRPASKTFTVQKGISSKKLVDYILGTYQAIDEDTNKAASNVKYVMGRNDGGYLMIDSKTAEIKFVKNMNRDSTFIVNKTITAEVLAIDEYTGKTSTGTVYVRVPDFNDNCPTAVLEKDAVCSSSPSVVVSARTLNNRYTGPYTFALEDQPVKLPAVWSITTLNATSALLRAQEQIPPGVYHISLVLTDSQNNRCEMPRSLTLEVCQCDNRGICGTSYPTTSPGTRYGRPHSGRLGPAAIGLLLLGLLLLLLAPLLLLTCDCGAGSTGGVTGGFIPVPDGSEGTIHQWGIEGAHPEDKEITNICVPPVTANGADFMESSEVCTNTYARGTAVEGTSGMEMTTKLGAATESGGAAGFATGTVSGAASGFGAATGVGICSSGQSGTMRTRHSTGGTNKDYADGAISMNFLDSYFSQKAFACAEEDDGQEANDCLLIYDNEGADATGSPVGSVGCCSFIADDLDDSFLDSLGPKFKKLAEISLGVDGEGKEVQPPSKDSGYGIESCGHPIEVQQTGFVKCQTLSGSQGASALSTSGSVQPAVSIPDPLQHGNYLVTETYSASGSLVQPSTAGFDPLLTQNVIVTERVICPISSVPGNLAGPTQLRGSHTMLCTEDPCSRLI
Keap1-Nrf2 PPI: Keap1-Nrf2 (human) interaction inhibition | Q14145 | Keap1 Kelch-Nrf2 peptide fluorescence polarization, 1536-well | inhibition, % at 9.4 µM | 340,000 tested, 0.15% active | AID 504523; in the data active = inhibition above about 12%;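 note: human Keap1 Kelch domain with fluorescein labeled Nrf2 9mer peptide probe; 0% = neutral control wells and 100% = peptide positive control; higher means more block of Keap1 binding to Nrf2 peptide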
RTF Ca sens inh: cardiac RTF calcium desensitization; IANBD-labeled cardiac RTF, Ca2+ fluorescence; inhibition, % at 7.15 µM; 340,000 tested, 0.12% active;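 active = inhibition above the mean inhibition of all tested compounds plus 3 SD, cut at about 17% in these data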;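 note: assay run at fixed EC70 calcium of 1.6 mM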
An asterisk follows results filed as active; i = inactive; x = no result given.

| smiles | NSD2 inh | V-ATPase pHluor | CAL PDZ FP-1 | Arr AP2 block | DAGLB inh | CAL PDZ FP-2 | LANA DNA inh | Pemphigus Ab inh | Keap1-Nrf2 PPI | RTF Ca sens inh |
| --- | --- | --- | --- | --- | --- | --- | --- | --- | --- | --- |
| N#CC(C#N)=C1C=C2C=C(N3CCOCC3)CCC2CC1 (configuration not stated) | 2.0 | 16.5 | 0.2 | -13.3 | -156.3 | -2.8 | -17.1 | 320.2 | -102.5 | i |
| O=C(CSc1nc2cc(Cl)ccc2s1)N1CCCc2ccccc21 | x | 3.9 | -2.6 | 16.9 | -15.4 | -3.8 | -0.8 | 160.7 | -4.7 | -1.4 |
| CC(C)Oc1ccc(CN=C(N)N=C(N)N)cc1Cl | -0.8 | 2.5 | -2.3 | 25.9 | 3.0 | 2.5 | -1.1 | 141.2 | 1.4 | -16.7 |
| O=C(Nc1ccccc1N1CCOCC1)c1cccnc1 | -5.7 | -2.8 | 9.5 | 13.8 | -3.2 | 85.4* | -1.3 | 96.8 | -6.5 | -4.6 |
| Cc1cc(NC(=O)C(C)C)n(-c2nc3ccccc3s2)n1 | -4.7 | -1.5 | 0.2 | 23.9 | -8.4 | x | -0.1 | 103.8 | -4.4 | -6.5 |
| O=C(Cc1ccccc1)Nc1ccnn1C1CCN(Cc2nccs2)CC1 | 6.2 | 4.1 | -1.2 | 12.4 | -0.6 | x | -0.2 | 113.9 | -4.5 | -4.4 |
| Cc1noc(C)c1S(=O)(=O)Nc1ccc(C(=O)N2CCN(c3ccc(F)cc3)CC2)cc1 | -1.7 | -0.2 | 0.0 | 9.2 | 4.6 | -1.2 | 0.9 | 107.2 | 1.7 | -4.5 |
| COc1ccc(C(=O)COC(=O)CN2C(=O)NC3(CC(C)CC(C)(C)C3)C2=O)c(OC)c1 (configuration not stated) | -0.4 | -0.8 | -1.1 | 24.9 | -0.8 | x | -1.3 | 100.6 | -4.5 | -4.6 |
| O=C(COc1ccc(-c2ccccc2)cc1)NNC(=O)Nc1ccc(F)cc1F | -0.5 | 4.7 | -2.7 | 6.5 | 4.0 | -0.9 | -0.2 | 98.5 | -4.9 | 0.6 |
| O=CNc1ccc(OC(=O)c2cncc(Br)c2)cc1 | 4.1 | -1.9 | -1.4 | 17.3 | -0.7 | 1.8 | -2.3 | 98.6 | -0.7 | -0.9 |
| Cc1nc2ccccc2c(=O)n1/N=C/c1ccc(O)cc1 | -1.2 | -3.3 | -1.0 | -1.6 | 2.5 | -2.8 | -1.2 | 77.4 | -1.3 | 4.0 |
| O=C1C2C3C=CC(C3)C2C(=O)N1c1ccc(-c2nc3ccccc3o2)cc1 (configuration not stated) | x | 0.3 | 0.4 | -9.8 | 0.1 | -0.4 | 1.6 | 92.9 | -0.5 | 6.5 |
| Cc1c(N/C=C/C(=O)c2cccs2)c(=O)n(-c2ccccc2)n1C | 2.1 | 3.0 | -1.5 | -6.2 | 3.5 | -3.7 | 0.0 | 96.1 | -3.5 | -1.5 |
| CS(=O)(=O)N1CCCC(C(=O)Nc2ccc(F)c(F)c2)C1 (configuration not stated) | -3.3 | 3.0 | 0.9 | -16.5 | 1.4 | x | 16.9 | 99.2 | 41.6* | -10.7 |
| O=S(=O)(Nc1ccon1)c1ccc(F)c(F)c1 | 1.3 | 0.1 | -1.8 | 0.4 | -0.3 | -0.9 | 0.1 | x | -2.5 | -2.7 |
| O=C(NC1CC2CCCC(C1)N2C(=O)NCc1ccccc1)C1CC1 (configuration not stated) | -1.6 | 5.6 | -2.0 | 19.9 | 3.7 | 5.7 | 1.3 | 103.9 | 2.4 | -2.6 |
| Cc1ccccc1-c1nnc(NC(=O)c2ccc(N3C(=O)CCC3=O)cc2)s1 | x | 3.8 | -1.0 | 9.0 | 0.9 | -2.1 | 1.5 | 100.6 | -6.6 | -10.8 |
| Cc1ccc(C(=O)Nc2cc(Cl)ccc2-n2cncn2)o1 | -0.1 | 5.8 | 0.2 | -10.7 | 0.9 | x | 3.5 | 115.8 | 5.6 | -14.6 |
| CCOC(=O)CSc1nc2c(c(=O)n(Cc3ccccc3Cl)c(=O)n2C)n1C | -0.8 | -1.5 | -0.9 | 1.7 | 0.3 | -2.1 | -0.6 | 88.4 | 0.8 | 2.5 |
| CC(=O)C1=C(O)C(=O)N(c2ccccn2)C1c1ccccc1[N+](=O)[O-] (configuration not stated) | -0.6 | 1.8 | -2.0 | 10.0 | 4.8 | -1.7 | -0.4 | 100.2 | 0.2 | -4.5 |
| CCC1(CC)NC(=O)N(CC(=O)OCC(=O)Nc2sccc2C#N)C1=O | 2.1 | 2.1 | -2.0 | x | 0.1 | 1.3 | 1.0 | 101.3 | -2.9 | -14.2 |
| CCOc1ccc(NC(=S)NC(C)CCc2ccccc2)cc1 (configuration not stated) | -0.5 | -11.1 | x | 11.4 | -1.4 | -0.5 | 0.3 | 96.7 | -1.1 | -1.8 |
| CCCCNC(=O)CCC(=O)Nc1ncc(-c2ccc(C)cc2)n1C | -3.9 | 4.0 | -0.9 | 5.9 | 2.2 | -2.0 | -0.2 | 109.8 | -0.9 | -5.9 |
| CC1=NN(c2ccc(C(=O)OC(C)C)cc2)C(=O)/C1=C\C=C\c1ccco1 | 7.0 | -0.8 | -0.3 | -10.0 | 30.4 | -9.4 | -1.8 | 101.6 | -2.7 | -6.4 |
| Cc1[nH]n(-c2ccccc2)c(=O)c1N=Nc1c(Cl)cccc1Cl | x | 1.0 | -0.9 | 32.3 | 1.6 | 20.3 | 1.0 | 109.2 | 0.3 | -8.3 |

Next part (2 carried over from the part before).
| smiles | NSD2 inh | V-ATPase pHluor | CAL PDZ FP-1 | Arr AP2 block | DAGLB inh | CAL PDZ FP-2 | LANA DNA inh | Pemphigus Ab inh | Keap1-Nrf2 PPI | RTF Ca sens inh |
| --- | --- | --- | --- | --- | --- | --- | --- | --- | --- | --- |
| CC1=NN(c2ccc(C(=O)OC(C)C)cc2)C(=O)/C1=C\C=C\c1ccco1 | 7.0 | -0.8 | -0.3 | -10.0 | 30.4 | -9.4 | -1.8 | 101.6 | -2.7 | -6.4 |
| Cc1[nH]n(-c2ccccc2)c(=O)c1N=Nc1c(Cl)cccc1Cl | x | 1.0 | -0.9 | 32.3 | 1.6 | 20.3 | 1.0 | 109.2 | 0.3 | -8.3 |
| CCOc1cc(C(=O)OCC(=O)Nc2cc(C)on2)cc(OCC)c1OCC | -1.7 | 0.9 | -2.7 | 1.2 | -0.7 | x | -1.1 | 101.1 | -6.8 | -1.2 |
| CCN(c1ccccc1)S(=O)(=O)c1ccc2c(c1)N(C(C)=O)CCO2 | 1.2 | 3.8 | -3.4 | 0.2 | -1.8 | -4.8 | 1.7 | 107.6 | 1.2 | -0.5 |
| COc1cc(C=O)ccc1OS(=O)(=O)c1ccc(NC(C)=O)cc1 | -1.1 | 1.9 | 0.1 | 2.3 | -3.0 | -5.6 | 0.7 | 112.1 | -3.6 | 1.2 |
| CC(=O)C1C(c2ccc([N+](=O)[O-])cc2)C2C(C)=NN=C2CC1(C)O (configuration not stated) | -1.6 | 2.7 | 0.5 | 4.3 | -2.4 | -1.9 | 0.6 | x | -2.3 | -3.2 |
| COc1ccc(-c2nc(CSCC(=O)N3CCN(C)CC3)c(C)o2)cc1OC | x | -2.4 | 0.4 | 10.7 | -3.7 | -1.7 | 0.5 | 114.8 | 2.7 | -0.3 |
| CCC1=NN2C(=N)/C(=C/c3c(C)nn(-c4ccccc4)c3Cl)C(=O)N=C2S1 | 4.2 | -3.0 | -0.6 | 17.7 | 1.6 | -2.4 | 1.7 | x | -0.5 | -31.1 |
| COc1ccc(CCN(C)CCc2ccc(OC)c(OC)c2)cc1OC | x | -3.7 | -0.3 | 2.0 | 1.9 | -1.2 | 1.1 | 103.0 | -0.2 | -2.0 |
| Cc1ccc(OCC(=O)Nc2sc3c(c2C#N)CCC3)cc1C | 0.7 | 1.7 | 0.1 | 20.3 | -18.5 | 0.5 | 6.0 | 100.9 | -0.9 | 2.1 |
| Cc1nc(SCc2ccc(C(=O)O)cc2)c2c(C)c(C)sc2n1 | 3.0 | -0.7 | -1.6 | -10.7 | 7.0 | -3.3 | 0.7 | 97.2 | 5.1 | 10.1 |
| CCOC(=O)c1c(NC(=O)c2cccnc2Cl)sc(C(=O)N(C)C)c1C | 26.8 | 3.5 | -0.4 | 6.2 | -1.9 | -3.3 | 0.6 | 103.0 | 0.6 | 5.2 |
| C=CCn1c(SCC(N)=O)nc2sc3c(c2c1=O)CCC3 | -1.2 | -0.5 | -2.2 | 22.1 | 1.2 | -2.6 | 4.1 | 121.8 | 4.1 | -1.8 |
| O=C(c1cc2ccccc2cc1O)N1CCN(c2ccccc2O)CC1 | 5.0 | 0.2 | -1.3 | -4.8 | 2.1 | 0.9 | 0.3 | 97.1 | 4.1 | -11.1 |
| O=C(CSCc1ccc(F)cc1)NCc1ccc2c(c1)OCO2 | -0.2 | 2.4 | -1.1 | -5.1 | -3.6 | -1.6 | 0.3 | 100.7 | -2.0 | 0.1 |
| O=C(CSc1nc(C(F)(F)F)cc(=O)[nH]1)Nc1nccs1 | -1.7 | -1.2 | -0.7 | 14.9 | 0.7 | -1.0 | 1.6 | 104.5 | -3.2 | -1.8 |
| CCOc1ccccc1NC(=O)COC(=O)C1CCC(=O)N1 (configuration not stated) | -0.5 | 0.3 | 0.7 | -11.5 | 0.5 | -0.6 | -1.5 | 128.6 | -2.5 | 2.8 |
| N#Cc1ccc(OCC(=O)OCCCOC(=O)COc2ccc(C#N)cc2)cc1 | 0.1 | -2.6 | -2.5 | 3.8 | -2.1 | -0.4 | 2.7 | 112.5 | 0.4 | 0.7 |
| CCn1ncc(CNC(=O)C2(C)CC2(Cl)Cl)c1C (configuration not stated) | -3.2 | 1.6 | -3.1 | -4.7 | -3.2 | -1.7 | -2.1 | 115.8 | 1.8 | -4.0 |
| CC12CN3CC(C)(CN(C1)C3c1ccc3c(c1)OCO3)C2 (configuration not stated) | 0.7 | -0.8 | -0.1 | -2.2 | 0.9 | -3.9 | 2.4 | 106.5 | 0.0 | -12.1 |
| CCCn1ncc([C@@H]2C[C@H]3CN(Cc4cccc(Cl)c4)C(=O)[C@]34CCCN24)c1C | 0.4 | 1.9 | -0.6 | 27.3 | 0.3 | -6.1 | -2.6 | 160.1 | 1.2 | 2.0 |

Ordered by value in LANA DNA inh (highest first): 5 of the compounds above
| smiles | LANA DNA inh |
| --- | --- |
| C=CCn1c(SCC(N)=O)nc2sc3c(c2c1=O)CCC3 | 4.1 |
| CCOC(=O)c1c(NC(=O)c2cccnc2Cl)sc(C(=O)N(C)C)c1C | 0.6 |
| COc1ccc(-c2nc(CSCC(=O)N3CCN(C)CC3)c(C)o2)cc1OC | 0.5 |
| CCOc1cc(C(=O)OCC(=O)Nc2cc(C)on2)cc(OCC)c1OCC | -1.1 |
| CCOc1ccccc1NC(=O)COC(=O)C1CCC(=O)N1 (configuration not stated) | -1.5 |

Only part of the results is shown, so the mix of outcomes need not match the whole.
